# CXXC DNA block: blocks binding of human MLL CXXC domain to DNA. Q03164. MLL-CXXC / FITC-HOXA9 DNA fluorescence polarization. Potency, µM (series often up to 115 µM), for inactives: at the top dose activity change, negative = inhibition, hits mostly inhibitors. 0.037% of 290,000 active. AID 2662; active = well fitted inhibition curve with a large enough effect in the polarisation, with a control signal flat, not every such curve was filed as active; inconclusive = small, poorly fitted or top-dose-only effect, or effect the other way, or a change in a side signal; inactive = no such curve, though single readings can be large or run the other way; the % refers to the polarisation; note: potency is the fitted concentration of half-maximal effect
#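 Steps: dispense CXXC domain solution (7 uM) → pin compounds or unlabeled HOX-A9 DNA control → 5 min ambient → add FLSN-HOX-A9 solution (50 nM) → spin → 30 min ambient → fluorescence polarization. Tris pH 7.5/NaCl/DTT/BSA buffer.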
# ELG1 repair inh: inhibitors of ELG1-dependent DNA repair in HEK293T cells. HEK293T ELG1-luciferase reporter, luminescence, 16 h; DNA damage induced by 5-fluorouridine. Potency, µM (doses to about 46.1 µM), without a hit: top-dose activity change, negative = inhibition, most hits filed as inhibitors. 2.3% of 330,000 active; note: potency is the fitted concentration of half-maximal effect; % is set by controls: 0 for no effect and ±100 for the full control effect; nearly all actives have a fitted effect of over 55% in size
#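 Step one: seed 2,000 cells per well. Step two: pin-transfer compound or DMSO alongside 5-fluorouridine. Step three: incubate 16 hr, 37 °C, 5% CO2. Step four: add ONE-Glo, wait 30 min, read luminescence.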
# B2AR arrestin: agonists driving beta-arrestin recruitment to human beta2-adrenergic receptor | AID 492947 | Potency, µM (titrated, usually from 46.1 µM), inactives show at the highest dose activation, most hits filed as activators | 0.02% of 330,000 active | beta-arrestin recruitment to beta2AR, cell-based reporter;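 note: potency is the fitted concentration of half-maximal effect; 0% = DMSO controls and full agonism = EC100 isoproterenol or metaproterenol; nearly all actives have a fitted effect of over 65% in size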
# Integrin act MD: activates integrin-mediated alleviation for muscular dystrophy. alpha7betagal myoblasts, beta-gal FDG fluorescence, 48 h. Potency, µM (series often up to 38.3 µM), without a hit: top-dose activation, usual class: activators. 0.064% of 350,000 active;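 note: potency is the fitted concentration of half-maximal effect; 100% = response of the positive control SU9516; nearly all actives have a fitted effect of over 60% in size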
#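 alpha7betagal+/- myoblasts (passage 13, 250/well) treated 48 h at 37C with compounds at 1:260 dilution of DMSO stock. Lysed, then beta-galactosidase activity read as FDG fluorescence (ex 480/em 540) after 30 min, with pre-read for autofluorescence.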
# AT treatment: potential ataxia-telangiectasia treatments restoring KAP-1 phosphorylation | […] A-T fibroblasts, KAP-1 phosphorylation AlphaLISA; neocarzinostatin DNA damage 30 min before lysis | 0.19% of 320,000 active | Potency, µM (series often up to 57.5 µM), without a hit: at the highest dose activation, usual class: activators; note: potency is the fitted concentration of half-maximal effect; % of control where 0% means no effect; nearly all actives have a fitted effect of over 45% in size
#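 hTERT-immortalized A-T patient fibroblasts ([…]), 500 cells/well in OPTI-MEM, 1% FBS, got compounds for 60 min, then NCS for 30 min at 37C. Lysates were then assayed for phospho-KAP-1 by AlphaLISA (anti-pKAP1 donor, anti-KAP1 acceptor beads), 6 hr at 25C.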
# TRPV1 agonist: human TRPV1 agonism | 0.19% of 320,000 active | activation, % at 8.33 µM | TRPV1-expressing cells, Fluo-8 calcium influx, agonist mode | Q8NER1; in the data active = activation above about 80%; inconclusive = between about 30% and that limit; note: 0% is about no effect
# Target sequence (Q8NER1 whole entry, looked up): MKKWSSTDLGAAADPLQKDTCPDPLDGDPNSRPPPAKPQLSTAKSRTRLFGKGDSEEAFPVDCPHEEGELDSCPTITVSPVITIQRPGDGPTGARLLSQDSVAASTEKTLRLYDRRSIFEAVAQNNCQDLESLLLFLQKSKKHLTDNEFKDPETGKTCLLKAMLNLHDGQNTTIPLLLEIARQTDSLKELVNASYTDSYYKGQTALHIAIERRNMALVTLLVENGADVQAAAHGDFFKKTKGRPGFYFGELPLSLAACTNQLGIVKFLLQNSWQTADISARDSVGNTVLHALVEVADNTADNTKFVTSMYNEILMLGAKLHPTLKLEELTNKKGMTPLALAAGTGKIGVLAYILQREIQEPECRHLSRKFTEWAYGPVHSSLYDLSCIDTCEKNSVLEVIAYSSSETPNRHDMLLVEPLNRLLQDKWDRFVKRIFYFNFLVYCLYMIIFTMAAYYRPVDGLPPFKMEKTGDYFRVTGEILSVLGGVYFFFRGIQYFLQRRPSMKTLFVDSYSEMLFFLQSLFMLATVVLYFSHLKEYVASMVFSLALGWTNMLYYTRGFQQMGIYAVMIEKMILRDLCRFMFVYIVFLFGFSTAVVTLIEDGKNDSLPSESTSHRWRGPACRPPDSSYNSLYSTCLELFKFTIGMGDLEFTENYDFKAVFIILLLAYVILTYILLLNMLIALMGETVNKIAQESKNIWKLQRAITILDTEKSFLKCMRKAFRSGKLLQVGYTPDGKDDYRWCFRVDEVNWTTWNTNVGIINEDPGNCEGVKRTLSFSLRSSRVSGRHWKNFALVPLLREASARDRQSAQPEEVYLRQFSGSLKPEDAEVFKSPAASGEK
#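 Fluo-8 calcium influx in TRPV1-expressing cells, kinetic read (ex 480/em 520 nm). Compound added and read 3 min for agonist activity, followed by capsaicin at EC20 final and 2 min further read for enhancement.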
# TCR activator: activators of T cell receptors | Potency, µM (highest dose often 9.22 µM), inactives show top-dose activation of IL-2 secretion, most hits filed as activators | AID 504894 | 330,000 tested, under 10 active | primary human leukocytes, anti-CD3, IL-2 HTRF, 48 h; note: % of control where 0% means no effect
#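 Readout: HTRF IL-2, Eu-cryptate/d2 antibody pair, 320nm excitation, 665nm emission. Stimulus: a-CD3 beads, no co-stimulation. Cells: primary human leukocytes. Exposure: 48 hr with compound.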
# p53 reactivation: mutant p53 re-activation in reporter cells | 0.063% of 320,000 active | H1299 p53-A138V BP100-luciferase reporter, luminescence, 24 h | Potency, µM (top dose mostly 92.2 µM), inactives show at the highest dose activity change, positive = activation, usual class: activators | AID 504706; note: potency is the fitted concentration of half-maximal effect; % of control where 0% means no effect; nearly all actives have a fitted effect of over 45% in size
#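 p53-null H1299 cells stably carrying temperature-sensitive p53-A138V and a BP100-luciferase reporter were pinned with compounds (4-point, 1:5 series) and held 24 hrs at 37 deg C. Luminescence was read 10 min after detection reagent.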
# BRCA1 expr up: BRCA1 expression activation. MCF7-BRCA1-FFLuc reporter, luminescence, 48 h; response scale: scaled: vehicle 0%, 10 µM genistein 100%. Potency, µM (highest dose often 46.1 µM), for inactives: at the highest dose activation, usual class: activators. 1.1% of 380,000 active. AID 624202; note: potency is the fitted concentration of half-maximal effect; nearly all actives have a fitted effect of over 80% in size; some results filed as inactive show a strong effect at the top dose
#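 First, MCF7-BRCA1-FFLuc cells (2000/well) attach for 2 h; next, compounds are pin-added and incubated 48 h at 37 °C; finally, luciferase reagent is added and luminescence read after 15 min.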
# TSG101-PTAP inh: blocks PTAP/TSG101 interaction to inhibit HIV-1 budding; Q99816; Fluorescence polarization, FITC-PTAP peptide / Tsg101 binding; Potency, µM (titrated, usually from 115 µM), for the others: top-dose activity change, negative = inhibition, hits mostly inhibitors; 340,000 tested, under 10 active; active = well fitted inhibition curve with a large enough effect in the main read-out, with a control signal flat, not every such curve was filed as active; inconclusive = small, poorly fitted or top-dose-only effect, or effect the other way, or a change in a side signal; inactive = no such curve, though single readings can be large or run the other way; note: potency is the fitted concentration of half-maximal effect; % of control where 0% means no effect
#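 Fluorescence polarization binding of Tsg101 binding domain (10 uM final) to FITC-labeled PTAP peptide (50 nM final) in HEPES pH 7.5 buffer with NaCl, Tween 20, EDTA, TCEP. Compounds added before peptide; binding 20 min at RT.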
# Numbers without * were called inactive; ? = inconclusive; . = not tested or not shown; [ ] = remark or other dose. Unless noted, calls come from the whole dose curve; as a rule, active = well fitted curve in the direction sought with a large enough effect; inconclusive = small, poorly fitted or top-dose-only effect, or another doubt; inactive = no such curve, though single readings can be large; an effect the other way counts as inactive or inconclusive.
# Preview:
SMILES,CXXC DNA block,ELG1 repair inh,B2AR arrestin,Integrin act MD,AT treatment,TRPV1 agonist,TCR activator,p53 reactivation,BRCA1 expr up,TSG101-PTAP inh
Cc1ccc2nc(SCC(=O)Nc3nnc(SCC(N)=O)s3)[nH]c2c1,-17%,-4%,0.4%,8%[7.66 µM],-18%,-3,2%,-7%,12%,-6%
Cc1ccc(C)c(C2=CSC3=NCCN23)c1,0%,-1%,-0.3%,-4%,5%,-2,-3%,14%,-2%,-3%

# This part in full, repeating the preview:
SMILES,CXXC DNA block,ELG1 repair inh,B2AR arrestin,Integrin act MD,AT treatment,TRPV1 agonist,TCR activator,p53 reactivation,BRCA1 expr up,TSG101-PTAP inh
Cc1ccc2nc(SCC(=O)Nc3nnc(SCC(N)=O)s3)[nH]c2c1,-17%,-4%,0.4%,8%[7.66 µM],-18%,-3,2%,-7%,12%,-6%
Cc1ccc(C)c(C2=CSC3=NCCN23)c1,0%,-1%,-0.3%,-4%,5%,-2,-3%,14%,-2%,-3%
COc1ccc(C2=NN(CCC(=O)NCC3CCCO3)C(=O)CC2)cc1 (stereo not given),8%,19%,-0.6%,-16%,-7%,-1,-1%,1%,-2%,2%
CCOc1ccccc1N1CCN(C(=O)C2c3ccccc3Oc3ccccc32)CC1,-7%,0%,-0.8%,-21%,-2%,24,-6%,-18%,-66%,-6%
COc1ccc(-c2cc(C(=O)Nc3cc(C)on3)no2)cc1OC,2%,11%,0.1%,-17%,4%,0,-2%,-4%,-5%,0%
O=C(O)c1c[nH]c2cc(C(F)(F)F)ccc2c1=O,-16%,12%,0.5%,3%,6%,-3,2%,10%,0%,-3%
C[C@H]1CN(S(=O)(=O)c2ccc3c(c2)OCCO3)CCN1S(=O)(=O)c1c(F)cccc1F,.,-27%,-0.1%,.,-2%,.,-12%,-6%,-8%,-1%
O=C(C(Cc1ccccc1)N1C(=O)c2ccccc2C1=O)N1CCc2ccccc21 (stereo not given),5%,?,-0.2%,4%,2%,5,2%[46.1 µM],7%,-20%,-3%
CCCN(CC1CC1)c1nc(N)c(C#N)c(CC#N)c1C#N,-6%,?,-0.1%,-35%,2%,2,-5%,-5%,-21%,-1%
CCc1cc[n+](/C(C(=S)Nc2cccc(C)c2)=C(/[O-])c2ccc(C)c([N+](=O)[O-])c2)cc1,8%,-4%,-0.4%,-12%,1%,-4,11%[46.1 µM],-16%,16%,-3%
CCC(C)NC(=O)CCC(=O)Nc1ccc2nc(N3CC(C)CC(C)C3)cc(C)c2c1 (stereo not given),0%,-13%,-0.1%,25%,3%,0,1%,1%,-8%,1%
Cc1ccc(C(=O)COC(=O)COc2ccccc2C)cc1,5%,14%,0.5%,3%,-10%,1,-1%,11%,-15%,-2%
CC(=O)N(C(C)=O)n1c(C)nc2sc3c(c2c1=O)CCCC3,18%,?,0.2%,6%,6%,1,-3%,-5%,-8%,-5%
N#Cc1ccsc1NC(=O)COC(=O)C1=NNC(=O)CC1,.,?,-0.1%,-4%,4%,-1,-2%,?,-9%,-7%
Cc1ccc(C(=O)NCCn2c(N)c(C#N)c3nc4ccccc4nc32)cc1,4%,-2%,-0.3%,-14%,33%,1,-1%,0%,-24%,-1%
COc1ccccc1C(=O)Nc1sc2c(c1C(N)=O)CCCC2,44%[activator],21%,-0.4%,13%,1%,-5,.,.,-40%,-1%
CCN(C(=O)Nc1ccccc1)c1ccccc1,11%,4%,-1.3%,34%,5%,11,2%[46.1 µM],5%,-6%,-4%
CCOC(=O)C1=C(Nc2cccc(Cl)c2)OCC1=O,-16%,-3%,-0.3%,5%,4%,6,-1%,1%,3%,-1%
O=C(Cn1nc(-c2ccccc2Cl)ccc1=O)Nc1ccccc1-c1ccccc1,13%,?,-0.1%,3%,3%,2,3%,-1%,-49%,-1%
CCCCC(c1nnnn1CCOC)N1CCN(Cc2ccccc2)CC1 (stereo not given),5%,10%,0.2%,-13%,0%,6,-4%[46.1 µM],-3%,0%,-4%
O=C1C2CCCCN2C(=O)N1CCCCN1CCN(c2ccc([N+](=O)[O-])cc2)CC1 (stereo not given),0%,-14%,-0.3%,0%,-2%,3,2%,-1%,-9%,-3%
CCOc1ccc(S(=O)(=O)NCCC(=O)NCC(C)(C)N2CCOCC2)cc1,.,2%,-0.2%,-7%,-1%,-2,-9%,0%,13%,1%
CCOC(=O)c1ccc(-n2[nH]c(-c3ccccc3)cc2=O)cc1,-3%,?,-0.2%,-19%,-4%,4,-3%,-7%,-90%[inhibitor],-8%
O=C(c1ccc(S(=O)(=O)NCC2CCCO2)cc1)N1CCN(c2cccc(Cl)c2)CC1 (stereo not given),9%,9.2µM*,0.0%,-10%,1%,1,2%,-5%,-10%,-1%
COc1ccc(/C=N/n2c(C)nc3ccccc3c2=O)cc1OC,-5%,6%,0.2%,-15%,2%,16,-1%,4%,26%,-6%
Cc1nc2cc(NC(=O)N(C)c3ccc4ccccc4c3)ccc2o1,-1%,-8%,0.6%,10%,7%,-2,.,2%,13%,-7%
CC(=O)Nc1ccc(NC(=O)[C@@H](NC(=O)N2C[C@H]3C[C@@H](C2)c2cccc(=O)n2C3)C(C)C)cc1,1%,9%,0.2%,-24%,6%,0,-5%,7%,-12%,-4%
CC12CCC(=O)C=C1CCC1C2C(O)CC2(C)C1CCC21OCC1=O (stereo not given),.,.,.,19%,.,.,-2%,.,-19%,-7%
Fc1ccccc1CSc1ncnc2sc3c(c12)CCCC3,-2%,4%,-0.5%,-20%,11%,-2,-5%[46.1 µM],-6%,-7%,1%
CCc1ccc(/C=N/NC(=O)c2cc(C3CC3)nc3ccc(Br)cc23)s1,10%,7.3µM*,0.1%,-54%[inhibitor],1%,3,-1%,3%,-90%[inhibitor],0%
CCCCCCCC(=O)N/N=C(\C)c1ccc(N)cc1,15%,3%,0.4%,.,-1%,23,.,0%,.,.
COc1cc(NC(=O)CCN2CC(C)OC(C)C2)cc(OC)c1 (stereo not given),14%,3%,0.0%,-22%,-18%,1,7%,.,-11%,1%
COc1cccc(C2=CC(=O)CCC2)c1OC,.,.,.,-9%,.,.,9%,.,43%,-1%
O=C(Cn1cncn1)NCCC(c1ccccc1)c1ccccc1,-17%,-1%,-0.4%,7%,1%,?,1%,-2%,0%,2%
Cc1ccc(CNS(=O)(=O)c2cc3c(cc2C)N(C)CCO3)cc1,.,3%,-0.7%,4%,-4%,22,-8%,.,-43%,-6%
CCC(=O)N1CCN(c2ccc(NC(=S)NC(=O)c3ccc(OC)c([N+](=O)[O-])c3)cc2)CC1,-3%,?,0.1%,-11%,-3%,7,0%,5%,14%,-1%

# Compound profiles, from the list above.
# `CC12CCC(=O)C=C1CCC1C2C(O)CC2(C)C1CCC21OCC1=O` (stereo not given) reads CXXC DNA block: .; ELG1 repair inh: .; B2AR arrestin: .; Integrin act MD: 19%; AT treatment: .; TRPV1 agonist: .; TCR activator: -2%; p53 reactivation: .; BRCA1 expr up: -19%; TSG101-PTAP inh: -7%
# `CCC(=O)N1CCN(c2ccc(NC(=S)NC(=O)c3ccc(OC)c([N+](=O)[O-])c3)cc2)CC1` reads CXXC DNA block: -3%; ELG1 repair inh: ?; B2AR arrestin: 0.1%; Integrin act MD: -11%; AT treatment: -3%; TRPV1 agonist: 7; TCR activator: 0%; p53 reactivation: 5%; BRCA1 expr up: 14%; TSG101-PTAP inh: -1%
# `O=C(Cn1cncn1)NCCC(c1ccccc1)c1ccccc1` reads CXXC DNA block: -17%; ELG1 repair inh: -1%; B2AR arrestin: -0.4%; Integrin act MD: 7%; AT treatment: 1%; TRPV1 agonist: ?; TCR activator: 1%; p53 reactivation: -2%; BRCA1 expr up: 0%; TSG101-PTAP inh: 2%

# (more compounds)
SMILES,CXXC DNA block,ELG1 repair inh,B2AR arrestin,Integrin act MD,AT treatment,TRPV1 agonist,TCR activator,p53 reactivation,BRCA1 expr up,TSG101-PTAP inh
O=C(O)CCN1CC2([N+](=O)[O-])CC=C(OCCO)C([N+](=O)[O-])(C1)C2 (stereo not given),2%,-11%,-0.7%,-20%,-2%,6,4%,1%,3%,-2%
CSc1ncc2c(n1)-c1cc(C)ccc1SC2,-4%,-8%,-0.1%,6%,2%,6,0%,8%,-78%,-2%
COn1cnnc1-c1ccccc1,5%,5%,0.4%,-1%,3%,0,9%,2%,-2%,-1%
COc1ccccc1NC(=O)CCC(=O)OCC(=O)c1ccc(C)c([N+](=O)[O-])c1,0%,12%,-0.9%,7%,14%,-1,-3%,-21%,-27%,-3%
COc1cc(/C=N/NC(N)=O)ccc1OCC(=O)Nc1ccc(C)c(C)c1,21%,-7%,0.1%,9%,2%,-1,6%[46.1 µM],-1%,-13%,-1%
CCCCC(=O)Nc1ccc(C(=O)NCc2ccncc2)cc1,4%,26%,-0.4%,12%,-6%,5,16%,-18%,-4%,-3%
COc1ccc2c(c1)c(C(O)CN1CCN(Cc3ccc4c(c3)OCO4)CC1)c(C)n2C (stereo not given),1%,0%,0.3%,-43%,-2%,6,-1%,-16%,-13%,-2%

# Screening data: PubChem BioAssay, National Center for Advancing Translational Sciences (NCATS)
